Assay outcomes (PubChem)
D2 PAM: HTS Assay for Positive Allosteric Modulators of the Human D2 Dopamine Receptor: Primary Screen for Potentiators; potentiation, % at 10 µM; AID 485347, 2010; actives 0.34% (n = 340,000); HEK293 T-REx D2, calcium flux, EC20 dopamine potentiation; D(2) dopamine receptor (Homo sapiens), P14416;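 active = potentiation over 3 SD above the plate norm, cut at about 30% in these data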; also: 0% is about no effect
Target sequence (P14416 whole entry, looked up): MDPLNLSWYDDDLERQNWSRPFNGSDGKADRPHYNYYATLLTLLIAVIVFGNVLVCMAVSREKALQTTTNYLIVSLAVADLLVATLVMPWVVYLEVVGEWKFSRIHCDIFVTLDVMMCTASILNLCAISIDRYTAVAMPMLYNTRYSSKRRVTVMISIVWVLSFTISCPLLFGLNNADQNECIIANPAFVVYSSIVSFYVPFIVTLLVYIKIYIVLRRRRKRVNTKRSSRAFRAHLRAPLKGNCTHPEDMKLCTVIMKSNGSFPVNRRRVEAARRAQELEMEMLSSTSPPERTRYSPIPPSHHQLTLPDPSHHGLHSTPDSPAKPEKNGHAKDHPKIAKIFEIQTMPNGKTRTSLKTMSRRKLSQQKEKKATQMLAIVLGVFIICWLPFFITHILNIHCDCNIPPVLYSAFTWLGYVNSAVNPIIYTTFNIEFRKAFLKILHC
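Potentiation of an EC20 dopamine calcium response measured kinetically over 180 s, after a preceding 180 s compound-only read flagging agonists. Cells: inducible Hek293 Trex D2 line, 4000/well, cultured overnight at 30 C before dye loading.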
D1 antag: Antagonist of Human D 1 Dopamine Receptor: qHTS | actives 3.2% (n = 360,000) | D(1A) dopamine receptor (Homo sapiens), P21728 | activity change, negative = inhibition, % at 10 µM | AID 504652, 2011 | HEK293 TREx D1 cells, calcium flux, dopamine EC80; hits give low values; in the data active = activity change below about -30%; also: % is scaled to controls: 0 for no effect and ±100 for the full control effect
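Tetracycline-induced HEK293 Trex D1 cells, force-coupled to calcium, dye-loaded; compounds added and read 180 s, then EC80 dopamine added and calcium flux tracked kinetically another 180 s.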
RXFP1 antagonist: qHTS Assay for Antagonists of the Relaxin Receptor RXFP1 | activity change, negative = inhibition, % at 57.5 µM | Relaxin receptor 1 (Homo sapiens), Q9HBX9 | HEK293-RXFP1, relaxin-stimulated cAMP HTRF, 30 min; hits give low values | actives 0.59% (n = 350,000) | AID 1259400, 2018;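 active = activity change of -60% or lower, but not beyond a set lower limit; inconclusive = change between -60% and -40%, or beyond the set limit; inactive = change above -40%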; also: % is scaled to controls: 0 for no effect and ±100 for the full control effect
TRHR agonist: qHTS for Small Molecule Agonists and Allosteric Enhancers of Human TRH Receptor: Primary Screen for Agonists; TRHR cells, calcium flux fluo-8, FDSS agonist mode; activation, % at 2 µM; actives 0.18% (n = 360,000); in the data active = activation above about 30%; also: 0% is about no effect
Target sequence (P34981 whole entry, looked up): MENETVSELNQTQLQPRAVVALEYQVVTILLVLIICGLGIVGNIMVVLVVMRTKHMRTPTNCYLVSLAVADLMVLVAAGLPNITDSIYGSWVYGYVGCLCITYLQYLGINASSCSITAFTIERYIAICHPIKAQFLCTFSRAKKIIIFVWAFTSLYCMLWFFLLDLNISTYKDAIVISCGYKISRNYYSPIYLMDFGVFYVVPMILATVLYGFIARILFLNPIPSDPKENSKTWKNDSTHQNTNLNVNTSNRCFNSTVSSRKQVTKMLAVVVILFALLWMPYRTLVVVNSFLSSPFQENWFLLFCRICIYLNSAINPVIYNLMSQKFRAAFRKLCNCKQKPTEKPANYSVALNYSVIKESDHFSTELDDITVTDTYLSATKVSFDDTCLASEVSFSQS
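TRHR-expressing cells loaded with fluo-8 calcium dye; 23 nL library compound pin-transferred, kinetic FDSS fluorescence (Ex 480/Em 530) recorded about 180 s for agonist-induced calcium release, before a 10 nM TRH EC20 addition for potentiator mode.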
D1 ag: Allosteric Agonists of the Human D1 Dopamine Receptor: qHTS | HEK293 T-REx D1 cells, calcium flux, agonist mode | activation, % at 2 µM | D(1A) dopamine receptor (Homo sapiens), P21728 | actives 1% (n = 360,000); in the data active = activation above about 30%; also: 0% is about no effect
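Inducible HEK293 T-REx D1 cells, force-coupled to calcium signalling, were plated at 4000 cells/well with tetracycline and held overnight at 30 C. After no-wash calcium dye loading, compound-evoked calcium rise over 180 s flagged agonists.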
RXFP1 agonist: qHTS Assay for Agonists of the Relaxin Receptor RXFP1; AID 2676, 2010; Potency, µM (highest dose often 57.5 µM), for inactives: at the top dose activation, hits mostly activators; actives 0.3% (n = 370,000); HEK293T-RXFP1 cAMP TR-FRET, 30 min; response scale: percent of porcine relaxin response, buffer zero; Relaxin receptor 1 (Homo sapiens), Q9HBX9; also: potency is read from the fitted curve at half-maximal effect; % is scaled to controls: 0 for no effect and ±100 for the full control effect; nearly all actives have a fitted effect of over 60% in size; many of its hits are not listed in these tables
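HEK293T cells stably expressing RXFP1 were pretreated with the PDE4 inhibitor Ro 20174, exposed to compounds for 30 min at 37C, lysed, and cAMP was read by TR-FRET. Data normalized to buffer (basal) and 29 nM porcine relaxin (100%).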
D1 PAM: Potentiators of Human D1 Dopamine Receptor: qHTS; HEK293 TREx D1 cells, calcium flux, dopamine EC20 potentiation; potentiation, % at 10 µM; actives 0.036% (n = 360,000); in the data active = potentiation above about 30%; also: 0% is about no effect
TRHR PAM: qHTS for Small Molecule Agonists and Allosteric Enhancers of Human TRH Receptor: Primary Screen for Enhancers; TRHR cells, fluo-8 calcium fluorescence, EC20 TRH enhancement; Thyrotropin-releasing hormone receptor (Homo sapiens), P34981; enhancement, % at 2 µM; AID 493056, 2011; actives 0.66% (n = 360,000); in the data active = enhancement above about 30%; also: 0% is about no effect
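TRHR-expressing cells loaded with fluo-8 calcium dye were read kinetically (ex 480/em 530) during compound addition, then stimulated with an EC20 of TRH (10 nM final). Enhancement of the Gq-mediated intracellular calcium response was scored.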
Apoferritin bind: qHTS Assay for Identification of Novel General Anesthetics; Ferritin light chain (Equus caballus), P02791; apoferritin/1-aminoanthracene competitive binding, fluorescence; Potency, µM (series often up to 77.5 µM), for the others: at the highest dose activity change, negative = displacement, most hits filed as inhibitors; actives 0.074% (n = 350,000); AID 485281, 2010; also: potency is read from the fitted curve at half-maximal effect; % is scaled to controls: 0 for no effect and ±100 for the full control effect; nearly all actives have a fitted effect of over 20% in size
Target sequence (P02791 2-175 limits assumed): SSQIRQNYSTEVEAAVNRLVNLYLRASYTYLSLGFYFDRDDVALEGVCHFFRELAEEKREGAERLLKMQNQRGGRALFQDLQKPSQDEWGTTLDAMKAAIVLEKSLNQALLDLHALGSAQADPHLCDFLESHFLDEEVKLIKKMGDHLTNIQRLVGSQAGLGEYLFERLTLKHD
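Probe: 1-aminoanthracene (50% saturated, PBS). Protein: horse-spleen apoferritin, 10 uM. Incubation: 10 min, room temperature. Detection: 380 nm excitation, 535 nm emission. Analysis: normalized response, four-parameter Hill.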
Active calls of the source: *; ? = inconclusive; · = not tested or not shown; [ ] = another dose, or the depositor's remark. Unless noted, calls follow the shape of the dose curve; as a rule, active = well fitted curve in the direction sought with a large enough effect; inconclusive = small, poorly fitted or top-dose-only effect, or another doubt; inactive = no such curve, though single readings can be large; an effect the other way counts as inactive or inconclusive. Some of the compounds tested, so the mix of outcomes need not match the whole.

SMILES	D2 PAM	D1 antag	RXFP1 antagonist	TRHR agonist	D1 ag	RXFP1 agonist	D1 PAM	TRHR PAM	Apoferritin bind
Cc1nc(C(F)(F)F)c(C(=O)N/N=C(\N)c2cccnc2)s1	8	8	10	-1.3	2	-2.4%	-2	11	3%
CCN(CC(=O)Nc1cc(Cl)ccc1C)C(=O)CCOc1ccc(C)cc1	·	5	9	-0.2	0	-0.3%	0	-4	·
Cc1ccc2c(c1)N(S(=O)(=O)c1ccc(CN3C(=O)c4cccnc4C3=O)cc1)CCO2	-13	-8	6	-0.1	1	0.9%	2	-3	5%
C=CCNC(=O)COC(=O)c1ccc(Cl)c(S(N)(=O)=O)c1	-3	-37*	3	-0.1	3	2.1%	-15	4	-6%
CCCS(=O)(=O)N1CCCC(C(=O)NCCc2ccccc2)C1 (stereo not drawn)	-6	3	1	0.6	2	-0.1%	3	-12	-9%
COC(=O)c1ccc(NC(=O)CN2CCCC2)cc1	·	12	6	1.2	0	-0.5%	-1	7	0%
Cc1ccccc1-n1ncc2c1CC(C)(C)CC2NC(=O)c1snnc1C (stereo not drawn)	-2	4	0	-0.3	2	1.5%	1	-1	-9%
COC(=O)N/N=C(\C)c1ccco1	2	2	8	-0.7	3	3.7%	1	5	-7%
COc1cccc(NC(=O)CSCn2nnc3c(=O)[nH]c(Cc4ccc(F)cc4)nc32)c1	-3	-2	6	-0.3	-1	-0.7%	-1	-1	-13%
CCN(CC)CC#CC(OC)(c1ccccc1)c1ccccc1	-13	14	-38	-0.1	3	-0.8%	-1	9	-10%
CSCCC(NS(=O)(=O)c1ccc2[nH]c(=O)c(=O)[nH]c2c1)C(=O)O (stereo not drawn)	-9	-5	-3	0.5	4	-3.3%	-1	-1	1%
N=c1n(CCO)c2ccccc2n1CCOc1ccccc1	8	-5	4	0.6	-1	2.2%	-6	18	-13%
COc1cccc(CCNC(=O)C2CCC(=O)N(C3CC3)C2)c1OC (stereo not drawn)	11	4	4	0.3	1	0.9%	3	10	-8%
CCc1ccc(-n2c(=O)c3cccnc3n2CC(=O)N(CC)c2cccc(C)c2)cc1	1	7	-31	1.2	14	9.0%	1	-3	124%[activator]
COC(=O)c1ccccc1NC(=O)C1CCN(C(=O)N2CCOc3ccccc32)CC1	-9	31	6	-0.7	1	3.0%	-9	1	-18%
COc1ccc(N2C(N)=C(C#N)C(c3cc(CN4CCOCC4)cs3)C3=C2CCCC3=O)cc1 (stereo not drawn)	6	-3	2	1.2	3	-1.9%	0	16	2%
CCc1nn(CC(=O)NCCCN(C)Cc2ccccc2)c(=O)c2cc3sc(C)cc3n12	-21	-37*	-20	-0.7	3	1.7%	3	2	-5%
C=CCNC(=O)Cn1nnc(-c2ccc(-c3ccc(OC)cc3)cc2)n1	-7	43	8	1.6	3	-0.5%	-8	-6	-1%
CCc1cccc(-n2c(=O)c3cccnc3n2CC(=O)NCc2ccccc2)c1	-4	9	-4	0.3	5	3.3%	-6	-8	44%[activator]
CCN(C(=O)Cn1c(=O)oc2ccccc21)C1CCS(=O)(=O)C1 (stereo not drawn)	0	-4	4	0.5	0	-0.6%	6	-6	-5%

Structures listed so far printed as active in D1 antag.
canonical_smiles | D2 PAM | D1 antag | RXFP1 antagonist | TRHR agonist | D1 ag | D1 PAM | TRHR PAM
C=CCNC(=O)COC(=O)c1ccc(Cl)c(S(N)(=O)=O)c1 | -3 | -37* | 3 | -0.1 | 3 | -15 | 4
CCc1nn(CC(=O)NCCCN(C)Cc2ccccc2)c(=O)c2cc3sc(C)cc3n12 | -21 | -37* | -20 | -0.7 | 3 | 3 | 2

Another view of five compounds above.
SMILES | D2 PAM | D1 antag | RXFP1 antagonist | TRHR agonist | D1 ag | RXFP1 agonist | D1 PAM | TRHR PAM | Apoferritin bind
N=c1n(CCO)c2ccccc2n1CCOc1ccccc1 | 8 | -5 | 4 | 0.6 | -1 | 2.2% | -6 | 18 | -13%
COc1cccc(CCNC(=O)C2CCC(=O)N(C3CC3)C2)c1OC (stereo not drawn) | 11 | 4 | 4 | 0.3 | 1 | 0.9% | 3 | 10 | -8%
CCc1ccc(-n2c(=O)c3cccnc3n2CC(=O)N(CC)c2cccc(C)c2)cc1 | 1 | 7 | -31 | 1.2 | 14 | 9.0% | 1 | -3 | 124%[activator]
COC(=O)c1ccccc1NC(=O)C1CCN(C(=O)N2CCOc3ccccc32)CC1 | -9 | 31 | 6 | -0.7 | 1 | 3.0% | -9 | 1 | -18%
COc1ccc(N2C(N)=C(C#N)C(c3cc(CN4CCOCC4)cs3)C3=C2CCCC3=O)cc1 (stereo not drawn) | 6 | -3 | 2 | 1.2 | 3 | -1.9% | 0 | 16 | 2%

Remaining list, next part:
SMILES	D2 PAM	D1 antag	RXFP1 antagonist	TRHR agonist	D1 ag	RXFP1 agonist	D1 PAM	TRHR PAM	Apoferritin bind
COc1ccc(CCC(=O)Nc2cc(S(=O)(=O)N3CCOCC3)ccc2OC(C)C)cc1	-4	-2	-1	0.3	10	1.4%	·	-1	·
CCN(CCn1cccn1)C(=O)C1CCC(=O)N(CCN2CCOCC2)C1 (stereo not drawn)	-17	-7	-2	0.1	2	-0.1%	0	3	-5%
CCCCN(CCCC)S(=O)(=O)c1ccc(NC(=O)CN2CCOCC2)cc1	2	-1	-5	-0.1	0	1.4%	1	-5	?
CSc1nc2c(ccc3ccccc32)o1	-1	-6	-5	0.1	-1	-0.9%	-2	-3	-11%
C#CCOCCOCCOCCNc1nc(N2CCN(C(=O)[C@H]([C@@H](C)CC)n3cc([C@@H](N)CC(C)C)nn3)CC2)nc(N2CCN(C(=O)[C@H](Cc3ccc(O)cc3)n3cc([C@@H](N)C(C)CC)nn3)CC2)n1 (stereo partly drawn)	16	-1	·	-0.2	-4	-1.0%	0	5	-8%
COc1cc(NC(=O)CCN2CCOCC2)cc(OC)c1	1	-6	-7	0.2	2	-0.5%	3	0	-2%
O=C1CNC(=S)N1CCc1ccc(O)c(O)c1	18	-15	-27	-0.1	3	-1.0%	-3	4	-15%
COc1ccc(CNc2ccc(S(N)(=O)=O)cc2)cc1	-1	2	13	-0.6	6	1.3%	0	3	-12%
COc1ccc(NC(=S)N2CCCC2)cc1OC	6	·	-6	0.7	1	1.2%	-1	3	-4%
CCOc1ccc(NC(=O)c2cc(S(=O)(=O)N3CCc4ccccc43)ccc2F)cc1	-12	10	3	-0.3	-1	-3.4%	-2	-1	-13%
CC1(C2CC2)NC(=O)N(CC(=O)N2CCN(c3ccc(F)cc3)CC2)C1=O (stereo not drawn)	2	-21	-10	0.3	4	0.4%	-6	6	·
CCCC(=O)Nc1cc2c(cc1C(=O)c1ccccc1)OCCO2	-1	3	-6	0.0	0	-0.9%	1	-1	-19%
CCOc1ccc2nc(SCC(=O)NCc3ccc(S(N)(=O)=O)cc3)sc2c1	·	-14	-5	1.2	2	0.6%	-4	3	-6%
Cc1cnn(-c2nc(-c3cccs3)cc(C(F)(F)F)n2)c1	3	0	1	1.0	0	-0.3%	5	1	2%
O=C1CSC(=Nc2ccccc2Cl)N1	7	0	-5	-0.6	0	-0.8%	2	2	-15%
O=C(c1cc(C2CC2)nn1-c1ccccc1)N1CCN(S(=O)(=O)c2ccccc2)CC1	-19	-10	-20	-0.1	1	-0.9%	-8	3	·
Cc1ccc(C(C(=O)NC2CCCC2)N(Cc2ccc3c(c2)OCO3)C(=O)Cc2cccs2)cc1 (stereo not drawn)	-14	4	-11	0.5	4	-2.8%	-1	-5	-1%
Cc1ccc(N2CCN(S(=O)(=O)c3ccc4oc(=O)ccc4c3)CC2)c(C)c1	4	-23	-5	0.1	9	0.7%	·	-3	-16%
CCOC(=O)CSc1nnc(NC(=O)CN2CCN(C=O)CC2)s1	12	-16	-5	-0.6	3	-0.6%	-4	6	-10%
Cc1nc(NCCc2ccccc2)sc1C(=O)O	6	-2	2	-0.8	0	-0.5%	·	-8	?

Looked up above.
CCCC(=O)Nc1cc2c(cc1C(=O)c1ccccc1)OCCO2 @ TRHR agonist = 0.0
CCOC(=O)CSc1nnc(NC(=O)CN2CCN(C=O)CC2)s1 @ Apoferritin bind = -10%
CCOc1ccc2nc(SCC(=O)NCc3ccc(S(N)(=O)=O)cc3)sc2c1 @ TRHR PAM = 3
Cc1ccc(N2CCN(S(=O)(=O)c3ccc4oc(=O)ccc4c3)CC2)c(C)c1 @ D2 PAM = 4
O=C1CSC(=Nc2ccccc2Cl)N1 @ TRHR agonist = -0.6
Cc1nc(NCCc2ccccc2)sc1C(=O)O @ TRHR PAM = -8
Cc1ccc(C(C(=O)NC2CCCC2)N(Cc2ccc3c(c2)OCO3)C(=O)Cc2cccs2)cc1 (stereo not drawn) @ RXFP1 antagonist = -11
